Source: PubChem
PAX8 inh HTS: inhibitors of PAX8-driven TPO luciferase reporter, primary screen, RMG-I cells, single concentration; actives 1.2% (n = 360,000); inhibition, % at 12.6 µM; SteadyGlo, 24 h; AID 652154, 2013;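 active = mean replicate inhibition at least 60% with every replicate also reaching 60%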;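 note: luciferase light reporting Pax8 driven TPO promoter activity; plate controls were median of neutral control wells for no effect and mitoxantrone controls for full effect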
EWS-Fli block: EWS/Fli-driven NR0B1 reporter inhibitors, primary screen, A673 cells, NR0B1 luciferase, luminescence, MLPCN library. viability-normalised. inhibition, % at 12.6 µM. actives 0.67% (n = 350,000). AID 651661, 2012;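 active = mean inhibition of at least 50% after viability correction, with every replicate also passing that limit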;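 note: firefly luciferase signal divided by Alamar Blue viability fluorescence both relative to DMSO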
LGR2 inh: inhibitors of bursicon-induced LGR2 CRE-luciferase signal, primary screen, cell-based, HEK293, CRE-luciferase reporter, bursicon stimulation; bursicon-stimulated, 4 h; inhibition, % at 9.99 µM; actives 0.35% (n = 380,000);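 active = drop in luminescence signal, shown as inhibition above about 50% in the replicate tests, limit read from the data, passing the limit was not always enough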;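 note: agonist challenge used bursicon conditioned medium at about half maximal strength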
CASP6 VEID inh: human caspase-6 inhibitors, primary screen, biochemical, VEID-R110 fluorescence, single point, set 2. AID 686996, 2013. actives 0.53% (n = 350,000). inhibition, % at 12.5 µM. purified caspase-6, Z-VEID-R110 cleavage fluorescence;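 active = mean inhibition across replicates at least about 35%, with every replicate also reaching that limit, limit read from the data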;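 note: 0% = median of neutral control wells and 100% = no fluorescence left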
Target sequence (P55212 24-179 limits assumed): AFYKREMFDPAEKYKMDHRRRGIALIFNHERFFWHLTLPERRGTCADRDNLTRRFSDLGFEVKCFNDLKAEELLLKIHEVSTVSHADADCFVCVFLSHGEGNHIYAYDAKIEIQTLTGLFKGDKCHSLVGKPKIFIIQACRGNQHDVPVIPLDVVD
Target sequence (P55212 194-293 limits assumed): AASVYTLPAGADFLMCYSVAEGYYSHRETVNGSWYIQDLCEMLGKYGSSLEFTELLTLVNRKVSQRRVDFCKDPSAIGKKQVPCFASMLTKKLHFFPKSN
Cneo AK release: Cryptococcus neoformans cell lysis inducers, primary screen, AK release luminescence, single concentration; C. neoformans lysis, adenylate kinase release luminescence, 4 h; normalised: neutral wells 0, clomiphene wells 100; lysis activity, % at 15 µM; actives 0.2% (n = 360,000); AID 651654, 2012;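 active = mean lysis activity across replicates of at least 80%, whatever share of replicates individually reach that level; inactive = mean lysis activity below 80%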
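Schedule: static 4 h at 37 °C with compound, 1 h detection; system: C. neoformans cells; benchmarks: Clomiphene as positive control; buffer or medium: fresh YPD medium; measure: luminescence rise reflecting yeast cell lysis; measured by: luminescent adenylate kinase detection reagent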
miR-122 sensor: miR-122 Renilla sensor signal increase in Huh7, primary screen, miR-122 inhibitor project, cell-based, single point, plate reader; activation (reporter increase), % at 12.5 µM; AID 602342, 2012; actives 0.3% (n = 340,000); Huh7 miR-122 Renilla luciferase sensor, 48 h; neutral wells = 0, positive control = 100;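 active = mean replicate activation score at least 90 and every replicate individually at or above 90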;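 note: higher luciferase means less miR-122 activity so hits act as miR-122 inhibitors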
PGC1a acetyl inh: inhibitors of PGC1a acetylation signal, primary screen, cell-based, U2OS, AlphaScreen, inhibitor mode | AlphaScreen anti-acetyl-lysine; with virally co-expressed GCN5 acetyltransferase | inhibition, % at 15.6 µM | actives 0.17% (n = 350,000);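 active = every replicate shows inhibition of at least 40%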;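 note: 0% = neutral control wells and 100% = positive control wells; some results beyond the cut were filed as inactive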
FN deposition inh: inhibitors of fibronectin matrix deposition, primary screen, AH1F cells, Alexa488-fibronectin fluorescence, plate reader; AH1F fibroblasts, overnight; inhibition, % at 12.6 µM; actives 0.086% (n = 350,000); AID 743247, 2014;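 active = mean inhibition across replicates of 30% or more, regardless of how many single replicates reach that level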;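 note: positive control wells lacked labelled fibronectin entirely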
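Schedule: 1 h cell adhesion before compound, then overnight fibronectin incubation; test system: AH1F fibroblast monolayer depositing Alexa488-labelled fibronectin into matrix; quantity: 10000 AH1F cells per well; probe or stimulus: fluorescent fibronectin at 24 nM final; signal: fluorescence, ex 485 nm, em 525 nm; evaluation: percent inhibition as loss of matrix-bound fibronectin fluorescence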
Starred values were filed as active, the others as inactive; . = no result given; & = joins results of further samples; [ ] = dose if it differs, or a comment.

SMILES	PAX8 inh HTS	EWS-Fli block	LGR2 inh	CASP6 VEID inh	Cneo AK release	miR-122 sensor	PGC1a acetyl inh	FN deposition inh
Cc1cccc(C(=O)OCC(=O)N(CC(C)C)c2c(N)n(Cc3ccccc3)c(=O)[nH]c2=O)c1C	2	5	-2	0	1	-9	-13	-5
COCCNC(=O)C(C)OC(=O)C1=Cc2ccccc2OC1 (configuration not stated)	7	3	3	-4	.	.	.	.
Oc1ccc2ccccc2c1CN1CCN(c2ccccc2)CC1	1	.	.	.	-1	4	-3	.
COc1cc(CNc2ccc3[nH]c(=O)[nH]c3c2)ccc1OCc1c(F)cccc1Cl	20	-4	2	-3	-2	.	3	1
CCn1nnnc1SCC(=O)N1N=C(c2cccs2)CC1c1cccs1 (configuration not stated)	-6	-15	-18	2	0	12	.	-4
O=C(CC1C(=O)NCCN1CC1CCCCC1)NCc1cc(F)ccc1F (configuration not stated)	-16	-6	19	-4	.	.	6	4
Cc1cccc(-n2c(C)nc3cc(C(=O)N4CCOCC4)ccc32)c1	-20	.	1	0	1	-7	-7	-16
CNc1nc(C)c([N+](=O)[O-])c(Nc2ccc(OC)cc2)n1	-62	14	-18	-2	0	-2	0	5
C[C@@H]1CN([C@H](C)CO)C(=O)c2cccc(NC(=O)c3ccc(-c4nccs4)cc3)c2O[C@H]1CN(C)C(=O)Nc1ccc(F)cc1	-18	9	13	2	7	-3[16.7 µM]	2	13
CCOc1ccc(N/C(N)=N/c2nc(C)c(C)c(=O)[nH]2)cc1	7	15	-17	1	-3	.	0	5
COCCn1nnnc1CN(CCc1ccccc1)Cc1cc2cc(OC)ccc2[nH]c1=O	.	.	6	.	.	0	15	-3
CC1CC(=O)Nc2ccccc2N1C(=O)CN1CCN(C=O)CC1 (configuration not stated)	-7	0	1	-6	.	.	.	2
COCCCNC(=O)N1c2ccccc2Sc2ccccc21	15	5	-11	-3	-2	1	0	0
COc1ccc(N(C)C(=O)c2cn(CC(C)C)c(=O)c3cc(OC)c(OC)cc23)c(OC)c1	15	-1	25	0	-2	10	-6	1
C=C(C)C1CC=C(C)/C(=N/NC(=O)c2ccc(NC(=O)c3cccc(C)c3)cc2)C1 (configuration not stated)	.	3	-20	1	2	.	-8	.
CN(Cc1cnccn1)Cc1nc(Cc2ccccc2Cl)no1	7	-7	29	-3	.	.	.	-7
COc1cc(CC(=O)N(c2ccccc2)c2nc(C)cs2)cc(OC)c1OC	-20	3	1	-2	.	.	-5	-8
O=C1CCCCC1Sc1nnc(Nc2ccccc2)s1 (configuration not stated)	-150	-110	-102	.	-4	.	8	6
CN1CCNC(=O)C1CC(=O)NCCC1=CCCCC1 (configuration not stated)	-5	-13	-5	-6	.	.	.	-6
CCOc1cccc(CNCc2ccncc2)c1	-10	18	-1	0	7	-2	4	1
O=C(Nc1cc(-c2ccccc2)[nH]n1)c1ccccc1	-98	-80	.	-4	-12	1	5	4
CO[C@@H](C(=O)N(C)C[C@H]1OCc2ccccc2-c2c(n(C)c3ccccc23)C(=O)N([C@H](C)CO)C[C@H]1C)c1ccccc1	13	-1	-5	2	-5	.	-72	-13
O=C(O)CCc1ccc(NCc2cccc(Oc3ccccc3)c2)cc1	-16	2	1	11	-1	.	.	2
Cc1cccc(NC(=S)/N=C(\N)Nc2nc(C)c3ccc(C)cc3n2)c1	.	.	10	.	-2	3	-20	.
C[C@@H]1CN([C@H](C)CO)C(=O)c2cc(NC(=O)Nc3cccc4ccccc34)ccc2O[C@H]1CN(C)Cc1ccc(Oc2ccccc2)cc1	.	20	10	1	-1	-7[16.7 µM]	7	.
COc1cc(NC(=O)c2nnn(Cc3ccc(SC)cc3)c2N)cc(OC)c1	-43	-31	-16	0	1	8	.	8
c1coc(CNc2c3c(nc4ncnn24)CCCC3)c1	11	.	.	.	2	-11	6	-3
CCN(CC)c1ccc(S(=O)(=O)N2CCOCC2)cc1NC(=O)CN1C(=O)NC2(CCCC2)C1=O	.	1	8	1	-2	-3	-3	-7
Cc1cc(C(=O)COC(=O)CCCN2C(=O)c3ccccc3C2=O)c(C)n1C	-20	.	.	.	0	-4	-3	2
Cc1cccc(C)c1NC(=O)CN(c1ccccn1)S(=O)(=O)c1ccccc1	-6	4	-4	2	-1	2	11	.
Cc1nn2c(-c3ccccn3)ccnc2c1Cl	0	10	2	1	.	.	.	11
COc1ccc(C2c3ccc4ccccc4c3Oc3ncn(CCO)c(=N)c32)cc1OC (configuration not stated)	.	.	15	5	-1	-15	7	.
C#CC1(NC(=O)NS(=O)(=O)c2ccc(C)cc2)CCCCC1	-2	1	0	2	6	5	16	0
Cc1noc(C)c1NC(=O)Nc1cccc2c1O[C@H](CN(C)C(=O)Nc1ccccc1)[C@H](C)CN([C@H](C)CO)C2=O	0	-6	-30	-1	-3	2[16.7 µM]	-6	.
CCOC(=O)[C@]12CCC=C1N(Cc1cccc3ccccc13)C(=O)[C@H](CC(=O)N1CCC(c3ccccc3)CC1)C2	16	3	4	5	.	.	.	5
O=C(C[C@@H]1CC[C@H]2[C@@H](COC[C@H](O)CN2Cc2nccs2)O1)NCc1ccc(-c2ccccc2)cc1	42	13	2	-1	-3	5[16.7 µM]	-2	-9
CN1CCN(C(=O)C[C@@H]2CC[C@H]3[C@@H](COC[C@H](O)CN3C(=O)C3CCOCC3)O2)CC1	4	-9	-17	2	-1	1[16.7 µM]	1	-13
O=C(c1cccnc1)N1CC[C@@H]2[C@H](CO)Nc3ccc(-c4ccc(F)cc4)cc3[C@@H]21	-3	0	16	3	-2	-10[16.7 µM]	2	8
Cc1csc(NC(=O)/C=C/c2ccc3c(c2)OCO3)n1	-91	13	-64	0	.	.	.	.
O=C(COC(=O)Cc1ccc(S(=O)(=O)N2CCOCC2)s1)Nc1ccc2c(c1)OCO2	10	.	.	.	3	-31	1	7
CCN(CC)c1ccc(C(=O)OCC(=O)Nc2sccc2C#N)cc1	-78	11	-24	5	.	.	.	.
C=CCOC(=O)C1=C[C@@H](c2ccc3c(c2)OCO3)C[C@@H](OCc2ccc(CO)cc2)O1	-6&-11	3&4	-14	0&-2	38&0	-1	.	0
COC(=O)C[C@@H]1CC[C@H]2[C@H](COc3ccc(NS(C)(=O)=O)cc3C(=O)N2C)O1	-1	7	10	.	-1	33[16.7 µM]	2	9
COc1cccc(S(=O)(=O)N[C@H]2CC[C@@H](CC(=O)NCc3ccc(F)cc3)O[C@@H]2CO)c1	-6	2	-3	0	4	.	-2	.
S=C(NCc1ccco1)N1CCN(c2ccc(Cl)cc2)CC1	1	-10	3	4	.	.	.	2

In the list so far, these contain an aryl thioether with sulfur outside any ring.
SMILES	PAX8 inh HTS	EWS-Fli block	LGR2 inh	CASP6 VEID inh	Cneo AK release	miR-122 sensor	PGC1a acetyl inh	FN deposition inh
CCn1nnnc1SCC(=O)N1N=C(c2cccs2)CC1c1cccs1 (configuration not stated)	-6	-15	-18	2	0	12	.	-4
O=C1CCCCC1Sc1nnc(Nc2ccccc2)s1 (configuration not stated)	-150	-110	-102	.	-4	.	8	6
COc1cc(NC(=O)c2nnn(Cc3ccc(SC)cc3)c2N)cc(OC)c1	-43	-31	-16	0	1	8	.	8

More results follow.
SMILES	PAX8 inh HTS	EWS-Fli block	LGR2 inh	CASP6 VEID inh	Cneo AK release	miR-122 sensor	PGC1a acetyl inh	FN deposition inh
COc1cc(OC)cc(C(=O)NNC(=O)CNC(=O)c2ccc(Br)o2)c1	17	-2	8	-1	7	.	.	2
COc1cc2c(cc1OC)C[N+](C)(C)CC2	.	-2	.	-2	-4	2	4	.
COc1cccc(CN(C)C(=O)c2cccnc2SC)c1OC	31	-14	5	-5	.	.	.	2
CN(C)S(=O)(=O)c1ccc(NC(=O)CN2CCc3ccccc32)cc1	26	12	-8	-1	.	-2	.	4
CN(C)/C=C/C(=O)c1ccc(Br)cc1	-40	-12	4	-1	5	-5	6	0
CC(C)COC(=O)N(C)C[C@@H]1OCc2cnnn2CCCC(=O)N([C@H](C)CO)C[C@@H]1C	-12&-9	3&-4&-5	-22&16	-2&0&0	0&1&-9	7	-10&1&0	-6&-3
CCN(Cc1ccccc1)C1CCN(Cc2ccc(SC)cc2)CC1	-1	6	6	-14	-1	-1	.	-3
Cc1ccc(OCCC(=O)OCC(=O)NCCNC(=O)COC(=O)CCOc2ccc(C)cc2)cc1	-8	-9	4	-8	1	-4	0	7
CCCC(=O)NC(=S)Nc1cccc(NC(=O)c2ccccc2Cl)c1	-9	.	-8	.	-1	4	.	-12
CCCn1nnnc1SCC(=O)N1CCCc2ccccc21	-21	.	.	.	1	-4	9	-21
O=C(CCN1CCOCC1)Nc1cccc(Br)c1	9	.	.	.	0	-10	-2	-7
Cc1ccc(-c2ccc(CCC(=O)O)n2Cc2ccco2)cc1	6	.	.	.	-1	-2	13	1
COc1ccc(CNC(=O)c2cc(-c3ccccc3O)n[nH]2)cc1	-31	.	.	.	1	-1	5	0
Nc1ncnc2c1ncn2[C@@H]1O[C@H](C(=O)N[C@@H](CCc2ccccc2)C(=O)N2CCN(C(=O)N3CCOCC3)CC2)[C@@H](O)[C@H]1O	15	-7	-15	-2	.	.	.	5
Cc1noc(C)c1NC(=O)Nc1ccc2c(c1)C(=O)N([C@@H](C)CO)C[C@@H](C)[C@@H](CN(C)Cc1ccc(C(=O)O)cc1)OCCCC[C@@H](C)O2	-7	-6	-3	.	-3	16[16.7 µM]	2	.
O=C(CCN1CCCCC1)N[C@@H]1CC[C@H](CCNC(=O)c2cc(Cl)cc(Cl)c2)O[C@H]1CO	-8	-1	14	-4	-4	.	8	-8
COc1cc(/C=C(\C#N)C(=O)Nc2cccc(C(=O)O)c2)ccc1OCc1ccc(Cl)cc1	-232	-76	-69	33	-3	-8	1	1
Cc1cccc(CN2C(=O)c3ccccc3Sc3ccc(C(=O)O)cc32)c1	-15	1	4	9	-2	-9	35	3
CC(=O)Oc1ccc(OC(C)=O)c2c1CC1(C)OC1(C)C2 (configuration not stated)	-17	-9	21	2	.	.	.	.
COc1ccc(NC(=O)CNS(=O)(=O)c2cccs2)c(OC)c1	.	.	-5	.	1	3	7	.
Cc1ccc(C2c3sc(=O)[nH]c3SC3C4CC(C5C(=O)N(C(C)C(=O)O)C(=O)C45)C23)cc1 (configuration not stated)	1	.	2	.	.	1	13	3
OCCO	.	4	0	2	-1	3	-7	.
C[C@@H]1CN([C@H](C)CO)C(=O)c2cc(NS(C)(=O)=O)ccc2O[C@@H](C)CCCCO[C@@H]1CN(C)Cc1ccncc1	-2	-7	11	1	-2	-2[16.7 µM]	-3	.
CC1CN(c2nc3ccccc3nc2SCC(=O)Nc2cccc(C(F)(F)F)c2)CC(C)O1 (configuration not stated)	36	8	19	-1	1	.	-15	12
Cc1cc(OCc2nc(N)nc(N)c2-c2ccc(Cl)c(Cl)c2)ccc1[N+](=O)[O-]	44	63*	22	-2	.	0	12	34*
O=C(C[C@@H]1C[C@@H]2c3cc(NS(=O)(=O)c4ccc(F)cc4)ccc3O[C@@H]2[C@H](CO)O1)N1CCOCC1	-8	-5	8	1	2	2[16.7 µM]	-3	-6
COc1ccc(CNc2ccc(S(N)(=O)=O)cc2)cc1	20	-18	-1	-1	.	.	.	8
